# Screens from PubChem.
# DUSP3 inh: blocks the human dual specificity phosphatase VHR1. P51452. recombinant VHR phosphatase, colorimetric substrate read-out. inhibition, % at 20 µM. 0.7% of 50,000 active; in the data active means inhibition above about 60%; further: some results filed as inactive read as strong as hits
# Target sequence (P51452 whole entry, looked up): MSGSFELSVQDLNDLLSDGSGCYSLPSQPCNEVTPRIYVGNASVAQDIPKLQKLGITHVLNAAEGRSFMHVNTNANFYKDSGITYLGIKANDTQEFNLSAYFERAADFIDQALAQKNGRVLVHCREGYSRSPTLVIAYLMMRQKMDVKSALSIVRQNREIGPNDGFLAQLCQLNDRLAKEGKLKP
# An asterisk follows results filed as active. This is a subset; rates above refer to the full screens.
SMILES,DUSP3 inh
COc1ccc(N(CC(=O)N2CCOCC2)S(=O)(=O)c2ccc(C)cc2)cc1,-14
CC1(C)CC(=O)C(C2(O)C(=O)Nc3ccccc32)CO1 (centres undefined),-17
CCN1CCN(S(=O)(=O)c2ccc(OC)cc2)CC1,-25
O=C(CN1CCN(C(c2ccccc2)c2ccccc2)CC1)CN1C(=O)c2ccccc2C1=O,-10
CCCCN(CC(O)COc1cccc(OC)c1)S(=O)(=O)O (centres undefined),-21
COc1ccc(/C=N/n2cnc3sc4c(c3c2=O)CCCC4)cc1OC,-4
CCc1ccc(NC(=O)C(C)Oc2ccc(OC)cc2)cc1 (centres undefined),-1
CN(C(=O)Cc1ccccc1)c1ccccc1,-34
CCCOc1ccc(/C=C2/C(=O)NC(=O)N2C(C)=O)cc1OC,-9
O=C(c1cccnc1)N1CCN(CCN2C(=O)C3C4C=CC(C4)C3C2=O)CC1 (centres undefined),-6
CCOc1cc(NC(=O)c2ccccc2)c(OCC)cc1NC(=O)CCC(=O)O,-5
Cc1cccc(NCN2C(=O)S/C(=C/c3ccccc3Cl)C2=O)c1,13
COc1cccc(CN2CCN(C3CCCCC3C)CC2)c1OC (centres undefined),-13
O=C(Nc1ccc(-c2nc3ccccc3o2)c(O)c1)c1ccccc1I,15
O=C(CSc1nsc(SCC(=O)Nc2nc(-c3ccccc3)cs2)n1)Nc1nc(-c2ccccc2)cs1,-12
Cn1c2ccccc2c2nnc(SCC(=O)NCc3ccco3)nc21,12
COc1ccc(C2c3c(c4ccccc4oc3=O)Oc3c2c(=O)oc2ccccc32)cc1Cn1nc(C)c([N+](=O)[O-])c1C,-2
COc1ccc(/C=C2\SC(=S)N(Cc3ccco3)C2=O)cc1,-4
O=C(CSc1ncn[nH]1)Nc1ccc(Cl)c(Cl)c1,5
O=c1oc(-c2ccco2)nc2ccc(Cl)cc12,-15
Cc1cc(OCC(=O)NC2C3CC4CC(C3)CC2C4)ccc1Br (centres undefined),-13
CC(=O)c1cccc(NC(=O)COc2ccc(Br)cc2C(C)(C)C)c1,-1
CC1(C)CC(=O)C2=C(C1)OC(N)=C(C#N)C2Cc1ccccc1 (centres undefined),-14
O=C(CSc1nc2ccccc2o1)NCc1ccccc1,-27
O=C(Cc1ccccc1)NC(NC(=S)Nc1cc(Cl)ccc1Cl)C(Cl)(Cl)Cl (centres undefined),-4
COc1ccc(CCNC(=O)Nc2cc(F)c(F)cc2Cl)cc1OC,-3
Fc1ccccc1OCCCCCN1CCCCC1,-6
COC(=O)c1c(N)sc(C(=O)Nc2ccc(OC)cc2)c1C,25
Cc1ccc(S(=O)(=O)c2ccc(Oc3ccc(Cl)cc3)cc2)cc1,-27
COc1ccc(OCC(=O)Nc2c(C)cccc2C)cc1,-24
NCC(O)C12CC3CC(CC(C3)C1)C2 (centres undefined),-9
CCOC(=O)C1=C(C)N=c2s/c(=C\c3cccc([N+](=O)[O-])c3)c(=O)n2C1c1ccc(OC(C)=O)cc1 (centres undefined),-17
COc1ccc(CNC(=O)/C=C/c2cccc([N+](=O)[O-])c2)cc1,-1
CCOc1cc(C2NC(=S)NC(C)=C2C(=O)OC(C)C)ccc1O (centres undefined),11
O=C1NC(=O)C(=Cc2ccc(OCc3cccc(C(=O)O)c3)cc2)C(=O)N1,3
Cc1ccc(C)c(OCc2nnc(NC(=O)c3ccco3)s2)c1,-3
COC(=O)C1=C(C)N(Cc2ccco2)C(=O)/C1=C\c1ccc(O)cc1,15
CCOc1ccc(N(CC(=O)N(C)C)S(=O)(=O)c2ccc(SC)cc2)cc1,-15
Cc1ccc(N2C(=O)C3C(C2=O)C2C=CC3C23CC3)cc1Br (centres undefined),4
CCCc1c(C)nc2ccc(OC)cc2c1SCC(=O)O,42

# Structures shown so far with a nitro group on carbon, in the order listed:
SMILES,DUSP3 inh
COc1ccc(C2c3c(c4ccccc4oc3=O)Oc3c2c(=O)oc2ccccc32)cc1Cn1nc(C)c([N+](=O)[O-])c1C,-2
CCOC(=O)C1=C(C)N=c2s/c(=C\c3cccc([N+](=O)[O-])c3)c(=O)n2C1c1ccc(OC(C)=O)cc1 (centres undefined),-17
COc1ccc(CNC(=O)/C=C/c2cccc([N+](=O)[O-])c2)cc1,-1

# In the list so far, these contain a COOH group:
SMILES,DUSP3 inh
CCOc1cc(NC(=O)c2ccccc2)c(OCC)cc1NC(=O)CCC(=O)O,-5
O=C1NC(=O)C(=Cc2ccc(OCc3cccc(C(=O)O)c3)cc2)C(=O)N1,3
CCCc1c(C)nc2ccc(OC)cc2c1SCC(=O)O,42

# (continued)
SMILES,DUSP3 inh
Cc1ccc(S(=O)(=O)NCCNc2ccc([N+](=O)[O-])cc2Cl)cc1,1
O=C(/C=C/c1ccc(Cl)cc1)NCCN1CCOCC1,-3
Cc1ccc(NC(=O)C2CC(=O)N(c3ccc(Br)cc3)C2)cc1 (centres undefined),2
Cc1cc(OCC(=O)O)cc(C)c1Cl,-10
O=C(NCc1ccc(Cl)cc1)c1cccc(Br)c1,-19
CC(C)(C)C(=O)Nc1sc2c(c1C(=O)Nc1cccc3ccccc13)CCC2,-7
CCCC1=NN2C(=N)/C(=C/c3ccccc3C)C(=O)N=C2S1,-2
CSc1ccc(CN2CCN(Cc3ccccc3C(F)(F)F)CC2)cc1,-1
Cc1ccc(N2CC(C(=O)Nc3ccccc3C)CC2=O)cc1 (centres undefined),-17
O=C1NC(=S)NC(=O)C1=Cc1ccc(Oc2ccc([N+](=O)[O-])cn2)cc1,-2
O=C(CN1C(=O)c2ccccc2C1=O)N1CCCCCC1,-7
CC(C)(CO)N=C1NS(=O)(=O)c2ccccc21,-43
O=[N+]([O-])c1ccc(Nc2nc(OCC(F)(F)C(F)F)nc(OCC(F)(F)C(F)F)n2)cc1,-11
CN(C)/N=C/c1ccc(-c2ccc(Cl)c(C(=O)O)c2)o1,-34
O=C(Nc1ccccc1C(F)(F)F)c1ccc(-c2cc(Cl)ccc2Cl)o1,112*
Cc1ccc(C(=O)c2cccc(NC(=O)CC(C)C)c2)cc1C,-21
COc1cc(/C=C2\C(=O)NC(=O)N(c3ccc(Br)c(C)c3)C2=O)cc([N+](=O)[O-])c1O,-14
COc1cc(/C=C2/C(=O)NC(=O)N(c3ccc(C(C)C)cc3)C2=O)cc(Br)c1O,16
O=C(Cc1ccc([N+](=O)[O-])cc1)Nc1ccc(Cl)c(C(F)(F)F)c1,-10
COc1ccccc1/C=N\NC(=O)c1cc(C(C)(C)C)[nH]n1,-4
O=C(Nc1cccc(NC(=O)c2cc3ccccc3oc2=O)c1)c1ccccc1Cl,1
O=c1[nH]c(/C=C/c2ccc(O)cc2)nc2ccccc12,-18
O=C(NC(Cc1ccc(O)cc1)C(=O)O)/C(=C/c1ccccc1)NC(=O)c1ccccc1 (centres undefined),-18
COc1cccc(Nc2nc(C)c([N+](=O)[O-])c(Nc3cccc(OC)c3)n2)c1,-18
Cc1ccccc1NC(=O)CCC(=O)N/N=C/c1cccs1,-27
CSc1ccc(S(=O)(=O)N(CC(=O)Nc2ccccc2Br)c2ccc(C)cc2)cc1,3
O=C(CCC(=O)OCC(F)(F)C(F)F)Nc1ccc(Cl)cc1Cl,-7
CCOC(=O)C(=CNC(CO)C(=O)O)C(=O)OCC (centres undefined),1
CCOC(=O)Cn1nc(C(F)(F)F)c(Cl)c1C,16
CCC(=O)Nc1ccc(NC(=O)COc2ccc(I)cc2)cc1,-14
C/C(=N\Nc1nc(C)cc(-c2ccccc2)n1)c1cccc(N)c1,-24
CC(=O)Nc1ccc(NS(=O)(=O)Cc2ccccc2)cc1,5
C=CCC(O)(CC=C)c1cc(-c2ccccc2)nc2ccccc12,1
Cc1ccccc1-n1c(=O)c2ccccc2n2c(=O)[nH]nc12,-7
CCCOc1ccc(/C=C2\SC(=S)N(NC(=O)c3ccccc3Cl)C2=O)cc1OC,5
Cc1ccc(-c2csc(NC(=O)c3ccc([N+](=O)[O-])cc3Cl)n2)c(C)c1,-22
O=C(Nc1c(F)c(F)c(F)c(F)c1F)c1cccs1,-6
O=S(=O)(N/N=C/c1cccnc1)c1ccc(Br)cc1,-14
CC(=O)C(C1=NC(C)(C)Cc2cc(C)c(C)cc21)c1ccccc1 (centres undefined),19
Cc1ccc(O)c(NC(=O)c2ccc(N3C(=O)c4ccc([N+](=O)[O-])cc4C3=O)cc2)c1,5
Cc1cc(C)c(OCCCN2CCOCC2)c(C)c1,-16
CC(=O)C(C(C)=O)C(c1ccc(C)o1)c1ccc(C)o1,11
Cc1ccc2nsnc2c1NC(=O)c1ccc(OCc2ccccc2)cc1,-4
CCCOC(=O)C1=C(C)NC2(O)c3ccccc3C(=O)C12O (centres undefined),-16
N/C(=N\OC(=O)c1ccccc1F)c1ccccc1,-7
COc1ccc(/C=C/C(=O)NCCSCc2ccccc2)cc1OC,-5
COCc1cc(=O)n2[nH]c(-c3ccc(C)cc3)cc2n1,4
COc1ccc(-n2c(=S)[nH]c3sc4c(c3c2=O)CCC(C(C)(C)C)C4)cc1 (centres undefined),-18
O=C1CN(S(=O)(=O)c2ccc3c(c2)C(=O)c2ccccc2-3)CC(=O)N1,-46
N#Cc1ccc(NC(=O)c2ccccc2)cc1,-8
CN=C(NOCc1ccccc1)c1nonc1N,-18
O=C(Nc1ccc(F)cc1F)N1CCCc2ccccc21,-1
Nc1ccc(C(c2ccccc2)c2ccc(N)c(Cl)c2)cc1Cl,-20
Cc1cc2ncn(CC(=O)N3CCOCC3)c2cc1C,-15
C=CCN1C(=O)/C(=C\c2ccc(C)o2)C(=O)NC1=S,43
CC(C)(CN1CCOCC1)NS(=O)(=O)c1ccccc1,2
Cc1ccc(OCC(=O)NNC(=O)c2ccc(Cl)cc2Cl)c(C)c1,-2
Cc1cc(/C=C2\C(=O)NC(=S)N(c3ccccc3)C2=O)c(C)n1-c1ccc([N+](=O)[O-])cc1,40
O=C(NCCCNc1ccc([N+](=O)[O-])cc1Cl)c1cccc(Br)c1,18
O=C1NC(=O)N(c2ccc(Cl)cc2)C(=O)/C1=C/c1cccc(F)c1,-20

# Quoted from the listing:
# DUSP3 inh, `N/C(=N\OC(=O)c1ccccc1F)c1ccccc1` is entered as -7
# DUSP3 inh, `CC(=O)C(C(C)=O)C(c1ccc(C)o1)c1ccc(C)o1` is entered as 11
# DUSP3 inh, `Cc1cc2ncn(CC(=O)N3CCOCC3)c2cc1C` is entered as -15
# DUSP3 inh, `COCc1cc(=O)n2[nH]c(-c3ccc(C)cc3)cc2n1` is entered as 4
# DUSP3 inh, `O=C(NCCCNc1ccc([N+](=O)[O-])cc1Cl)c1cccc(Br)c1` is entered as 18
# DUSP3 inh, `O=C1CN(S(=O)(=O)c2ccc3c(c2)C(=O)c2ccccc2-3)CC(=O)N1` is entered as -46
# DUSP3 inh, `CCCOC(=O)C1=C(C)NC2(O)c3ccccc3C(=O)C12O` (centres undefined) is entered as -16

# Next part:
SMILES,DUSP3 inh
Cc1ccccc1C(=O)Nc1sc2c(c1C(=O)NCc1ccco1)CCC2,-14
Cc1nn(C(=O)c2ccccc2)c(C)c1Cl,-13
O=C(CN1C(=O)CCC1=O)Nc1cccc2ccccc12,2
CC12CCC(O)CC1CCC1C2CCC2(C)C1CCC2(C)O (centres undefined),-16
O=C(NC(Cc1ccc([N+](=O)[O-])cc1)C(=O)NCc1ccco1)OCc1ccccc1 (centres undefined),-7
O=C1c2ccccc2/C(=N/N=C/c2ccccc2)C1C(=O)C(c1ccccc1)c1ccccc1 (centres undefined),-5
CCOC1C(OCC)N(S(C)(=O)=O)CCN1S(C)(=O)=O (centres undefined),6
NC(=O)NC(c1ccccc1)c1ccc(I)cc1 (centres undefined),-10
O=C(c1cccs1)N1CCN(Cc2cccc(F)c2)CC1,7
COc1ccc(C2=N/C(=C/c3ccccc3F)C(=O)N2c2ccccc2)cc1,-6
CCOC(=O)c1c(NC(=O)c2ccc(S(=O)(=O)N3CCOCC3)cc2)sc(C)c1C,-4
Cc1ccc(S(=O)(=O)N(CCc2ccccc2)CC(=O)Nc2ccc(Cl)cc2Cl)cc1,23
O=C1NC(=O)N(c2ccccc2)C(=O)/C1=C/C=C/c1ccccc1[N+](=O)[O-],72
O=C(COc1ccc(Cl)cc1)NCc1ccccn1,-17
Cc1ccn2c(-c3csc(Nc4cccc(O)c4)n3)c(C)nc2c1,67*
O=C(CN1CCOCC1)Nc1ccc(Cl)cc1C(=O)c1ccccc1,5
O=C(Nc1ccc2nn(-c3ccc(Cl)cc3)nc2c1)c1cccnc1,-1
Cc1ccc(-n2nc3ccc(NC(=S)NC(=O)c4ccc(Cl)cc4)cc3n2)cc1,9
COc1cccc(N2C(=O)NC(=O)/C(=C/c3ccc(OC)c4ccccc34)C2=O)c1,0
CCOC(=O)C1=C(C)OC(N)=C(C#N)C1c1ccc(OC)cc1OC (centres undefined),-4
CCN(CC)c1ccc(/C=C2/C(=O)NN(c3ccc(C)c(Cl)c3)C2=O)c(O)c1,-12
CC(C)(C)c1cc(C=NN2CCN(Cc3ccccc3)CC2)cc(C(C)(C)C)c1O,0
COc1ccccc1C(=O)N1CCN(C(=O)c2cccs2)CC1,-3
O=C(O)/C=C/c1ccc(-c2ccccc2Cl)o1,-22
COC(=O)c1cc(Cl)c(NC(=O)COc2ccc(C)cc2C(C)(C)C)cc1OC,2
Cc1ccc(OCC(=O)N/N=C\c2ccc[nH]2)cc1,-14
COc1cccc2sc(NC(=O)c3ccc(S(=O)(=O)N4CCCCC4)cc3)nc12,-5
CCOc1ccc(NC(=O)C(=O)NCc2ccc(C)cc2)cc1,5
Cc1ccc(N(CC(=O)NCCSc2ccccn2)S(=O)(=O)c2ccc(F)cc2)cc1,-7
CC(=O)c1cccc(NC(=O)CCCOc2ccccc2)c1,-13
Cc1cc(NCCCCO)n2c(nc3ccccc32)c1C#N,-56
COc1ccc(C(=O)/C=C\NCC(=O)c2ccccc2)c(OC)c1,32
O=C(O)CCCCCN1C(=O)C(O)=C(C(=O)/C=C/c2ccccc2)C1c1ccccc1Cl (centres undefined),-22
CCOc1ccc(N(CC(=O)Nc2ccc3c(c2)OCO3)S(C)(=O)=O)cc1,6
O=C(Nc1nccs1)c1sc2ccccc2c1Cl,-15
Cc1cc(C)cc(CC(C(=O)Nc2ccc(I)cc2)C(C)C(=O)O)c1 (centres undefined),-11
COC(=O)C(=C/C=C/N(C1CCCCC1)C1CCCCC1)C(=O)OC,-24
COCCNC(=O)C(=O)Nc1ccccc1OC,-14
